Source: PubChem BioAssay
TDP1 cell CPT = qHTS for Inhibitors of human tyrosyl-DNA phosphodiesterase 1 (TDP1): qHTS in cells in presence of CPT | chicken DT40 Tdp1-/-;hTDP1 cells + 20 nM CPT, ATP luminescence, 48 h | Potency, µM (highest dose often 46.2 µM), for inactives: at the top dose activity change, negative = growth inhibition, hits mostly inhibitors | 420,000 tested, 12% active; also: nearly all actives have a fitted effect of over 55% in size
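Chicken DT40 Tdp1-/- cells stably complemented with human TDP1 were seeded at 400 cells/well in medium containing 20 nM camptothecin, exposed to pin-transferred compounds, and grown at 37 °C for at least 48 hr. Viability was read as ATP luminescence.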
TDP1 cell noCPT = qHTS for Inhibitors of human tyrosyl-DNA phosphodiesterase 1 (TDP1): qHTS in cells in absence of CPT. DT40 Tdp1-/- hTDP1 cells, no CPT, ATP luminescence, 48 h. Potency, µM (doses to about 46.2 µM), without a hit: top-dose activity change, negative = growth inhibition, usual class: inhibitors. 420,000 tested, 15% active; also: nearly all actives have a fitted effect of over 55% in size
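Compound effects on proliferation are scored in DT40 Tdp1-/-;hTDP1 cells in the absence of CPT. ATP levels (CellTiter-Glo luminescence) are recorded after a ≥48 hr, 37 °C incubation.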
GCN5L2 inh = qHTS Assay for Inhibitors of GCN5L2; Histone acetyltransferase KAT2A (Homo sapiens), Q92830; GCN5L2 HAT assay, ThioGlo1 CoA-SH fluorescence; Potency, µM (doses to about 58.9 µM), inactives show top-dose activity change, negative = inhibition, most hits filed as inhibitors; 390,000 tested, 0.21% active; AID 504327, 2011
Target sequence (Q92830 whole entry, looked up): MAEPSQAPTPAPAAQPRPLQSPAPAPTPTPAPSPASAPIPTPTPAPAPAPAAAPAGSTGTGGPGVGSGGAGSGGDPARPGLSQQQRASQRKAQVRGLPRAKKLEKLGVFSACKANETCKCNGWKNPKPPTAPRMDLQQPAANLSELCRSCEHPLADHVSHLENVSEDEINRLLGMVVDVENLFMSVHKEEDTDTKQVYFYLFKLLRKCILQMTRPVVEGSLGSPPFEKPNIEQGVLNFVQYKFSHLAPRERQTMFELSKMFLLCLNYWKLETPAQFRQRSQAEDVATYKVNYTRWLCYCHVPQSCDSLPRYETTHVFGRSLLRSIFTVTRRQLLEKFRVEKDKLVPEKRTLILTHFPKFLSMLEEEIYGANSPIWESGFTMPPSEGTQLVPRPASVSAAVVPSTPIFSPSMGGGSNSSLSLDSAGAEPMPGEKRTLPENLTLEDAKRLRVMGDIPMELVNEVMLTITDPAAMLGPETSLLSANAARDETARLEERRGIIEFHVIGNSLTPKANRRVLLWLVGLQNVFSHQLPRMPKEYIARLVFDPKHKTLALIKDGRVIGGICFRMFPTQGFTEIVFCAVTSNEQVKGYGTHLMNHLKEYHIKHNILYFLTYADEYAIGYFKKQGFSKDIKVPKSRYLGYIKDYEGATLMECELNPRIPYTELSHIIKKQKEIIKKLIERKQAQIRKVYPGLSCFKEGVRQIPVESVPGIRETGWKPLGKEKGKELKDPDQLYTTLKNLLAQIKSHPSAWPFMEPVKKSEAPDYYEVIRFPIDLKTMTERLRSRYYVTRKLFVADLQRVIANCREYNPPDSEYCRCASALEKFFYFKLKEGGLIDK
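GCN5L2 (20nM final) in 50mM HEPES, 0.1mM EDTA pH 7.5, 0.01% Tween-20 was preincubated 15 min at room temperature with compound, then given ThioGlo1 (50uM), H3(1-25) peptide (75uM) and acetyl-CoA (70uM); CoA-thiol fluorescence (Ex340/Em540) was read at 0 and 20 min.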
Active calls of the source: *; u = inconclusive; x = not tested or not shown; [ ] = another dose, or the depositor's remark. Calls follow the shape of the dose curve; as a rule, active = well fitted curve in the direction sought with a large enough effect; inconclusive = small, poorly fitted or top-dose-only effect, or another doubt; inactive = no such curve, though single readings can be large; an effect the other way counts as inactive or inconclusive. % is scaled to controls: 0 for no effect and ±100 for the full control effect; potency is read from the fitted curve at half-maximal effect. This is a random part of the collection. About 18% of those tested had a hit in this group.

SMILES	TDP1 cell CPT	TDP1 cell noCPT	GCN5L2 inh
COc1cc(OC)cc(C(=O)OCC(=O)NCc2ccco2)c1	-13.1%	14.1%	-23.7%
Cc1ccc2c(c1)N(Cc1ccc3c(c1)OCO3)C(=O)C(C)O2 (stereo not given)	-8.9%	-16.9%	-10.4%
CCc1ccccc1NC(=O)C1CCN(C(=O)c2ccc([N+](=O)[O-])cc2)CC1	-1.9%	-23.8%	-0.1%
Cc1[nH]c2ccccc2c1C(=O)CSc1ccc(F)cc1	u	u	0.3%
O=C(Nc1ccccc1)C1Cc2c(-c3ccco3)ccnc2O1 (stereo not given)	u	u	x
COc1ccccc1C(=O)NC1CC2CCCC(C1)N2Cc1ccccc1 (stereo not given)	-28.7%	u	x
CC(NC(=O)c1ccc(N(C)C)c([N+](=O)[O-])c1)c1ccc(-n2ccnc2)cc1 (stereo not given)	u	u	-2.8%
COc1ccc(NS(=O)(=O)c2cccc(C(=O)NN=Cc3ccc(OC)c(O)c3)c2)cc1	-10.1%	-9.4%	-2.6%
COCC(C)NC(=S)NC(=O)c1cc(S(=O)(=O)N2CCOCC2)ccc1C (stereo not given)	1.5%	-12.5%	0.0%
CC(C)=CCN1CCN(Cc2cccn2-c2nccs2)CC1CCO (stereo not given)	7.4%	9.9%	u
Cn1c(SCC(=O)N2c3ccccc3Sc3ccc(Cl)cc32)nnc1-c1ccco1	20.6µM*	u	0.5%
Cc1nn2c3ccccc3n(C)c2nc1=O	9.2%	-5.5%	-8.6%
COC(=O)c1ccc(CNc2ccc(C(C)=O)cc2)cc1	u	14.6µM*	x
CCc1nc2c(OCc3ccc(Cl)cc3Cl)cccn2c1N(C)C(C)=O	u	u	x
CCOc1ccc(NC(=O)c2cccnc2Cl)c([N+](=O)[O-])c1	-28.3%	-7.5%	1.0%
COc1ccc(S(=O)(=O)N(C)C)cc1NCC(=O)Nc1ccc(Br)cc1F	13µM*	29.1µM*	-8.2%
Cc1ccc(C(c2nnnn2CC2CCCO2)N2CCN(C)CC2)cc1 (stereo not given)	-7.8%	2.4%	-3.3%
O=C(NCc1ccccc1CN1CCCC1)c1ccc(OCc2cscn2)cc1	-20.5%	9.9%	0.6%
Cc1ccc(-c2nnc(SCC(=O)N3CCCc4ccccc43)n2N)cc1	-14.7%	-25.0%	-9.2%
O=C(COC(=O)c1c[nH]c2ccccc12)Nc1ccc([N+](=O)[O-])cc1	-20.4%	u	0.2%
CCOC(=O)c1c(NC(=O)c2cccc([N+](=O)[O-])c2C(=O)O)sc2c1CCCC2	3.7%	-1.2%	-3.5%
Cc1cccc(C(=O)C2CCN(S(=O)(=O)c3ccc(C(=O)O)cc3)CC2)c1	8.9%	-1.0%	-0.6%
COc1ccc(Cl)cc1N(C(=O)c1ccco1)C(C(=O)NC1CCCC1)c1ccncc1 (stereo not given)	-10.4%	u	-2.3%
Cc1ccc(S(=O)(=O)N(C)C)cc1NC(=O)CN1C(=O)NC(Cc2c[nH]c3ccccc23)C1=O (stereo not given)	-18.1%	24.0%	-3.7%
Cc1nc(N)sc1-c1csc(Nc2cccc(O)c2)n1	u	u	1.2%
CCOC(=O)CCCCCC(=O)Nc1ccc2c(c1)CC(=O)N([C@@H](C)CO)C[C@H](C)[C@@H](CN(C)C(=O)Nc1ccc3c(c1)OCO3)O2	14.2%	-1.0%	-5.3%
CC1CC(C)CN(C(=O)C2CCCN(c3ncnc4c3nc3n4CCCCC3)C2)C1 (stereo not given)	23.1µM*	14.6µM*	-4.3%
COc1ccc(NC(=O)C2C3C=CC4(O3)C2C(=O)N(CCN2CCCCC2)C4C(=O)NC2CCCCC2)cc1 (stereo not given)	0.1%	-2.8%	-5.0%
CC1CCCC(C)N1C(=O)Nc1cccc(Cl)c1 (stereo not given)	3.7%	-4.1%	-21.3%
O=C(NCc1ccc(F)cc1)c1cc2c(=O)n3ccccc3nc2s1	u	-20.8%	-6.7%
CCCCc1[nH]nc2c1C1(C(=O)N(CC)c3ccccc31)C(C#N)=C(N)O2 (stereo not given)	2.3%	-7.5%	3.1%
CC(=O)Nc1ccc(N2CCCCC2)cc1	-2.5%	0.6%	-4.2%
Cc1cccc(C)c1OCC(=O)Nc1ccc2c(c1)C(=O)NC2=O	-15.0%	-1.2%	-1.5%
CCn1nc(C(=O)NCC(c2cccs2)N2CCOCC2)c2ccccc2c1=O (stereo not given)	14.6µM*	20.6µM*	-2.4%
CCOc1ccccc1N(CC(=O)O)S(=O)(=O)c1ccc(C)cc1	-1.2%	-1.8%	1.3%
Clc1cccc(CN2CCSCC2)c1Cl	2.0%	-3.0%	-9.3%
O=C(NCc1ccc(-c2csnn2)cc1)c1cc(Cl)cc(Cl)c1	8.7%	-4.2%	-1.1%
Nc1ccc2nc(SCC(=O)N3CCN(c4ccccc4)CC3)sc2c1	17.4%	u	-8.5%
COc1ccc(N(CC(=O)NCc2ccco2)S(=O)(=O)c2ccc(C)cc2)cc1	-8.9%	u	-7.9%
Nc1c(C(=O)CSc2ccccn2)c(=O)[nH]c(=O)n1C1CC1	-11.6%	-1.1%	2.3%
C/C(=N\NC(=O)c1ccc(CSc2cccc3cccnc23)cc1)C1CCCCC1	12.6%	-9.7%	1.5%
CC(=O)NS(=O)(=O)c1ccc(N2C(=O)c3ccccc3C2=O)cc1	4.7%	-2.8%	3.7%
CCOC(=O)C(=O)N/N=C(/c1ccccc1)c1ccc(OC)cc1	-0.2%	-25.1%	-0.7%
C=CCn1c(SCC(=O)NCc2ccco2)nc2sc3c(c2c1=O)CCC3	-13.3%	u	-6.9%
CCOc1ccc(OC(=O)C(CCS(C)(=O)=O)N2C(=O)c3ccccc3C2=O)cc1 (stereo not given)	-12.4%	4.9%	0.0%
Cc1nc2cccc(C(=O)NCc3ccccc3)c2o1	-9.8%	-12.5%	1.1%
CCc1cc(Cn2nc(-c3ccccc3)cc2C(=O)NCc2cccs2)on1	16.4µM*	u	-13.1%
Cc1cccc(N(C(=O)c2csnn2)C(C(=O)NC(C)(C)C)c2cccnc2)c1 (stereo not given)	0.5%	-9.4%	14.0%

In a second layout: results already given.
| mol | TDP1 cell CPT | TDP1 cell noCPT | GCN5L2 inh |
| --- | --- | --- | --- |
| Nc1ccc2nc(SCC(=O)N3CCN(c4ccccc4)CC3)sc2c1 | 17.4% | u | -8.5% |
| COc1ccc(N(CC(=O)NCc2ccco2)S(=O)(=O)c2ccc(C)cc2)cc1 | -8.9% | u | -7.9% |
| Nc1c(C(=O)CSc2ccccn2)c(=O)[nH]c(=O)n1C1CC1 | -11.6% | -1.1% | 2.3% |
| C/C(=N\NC(=O)c1ccc(CSc2cccc3cccnc23)cc1)C1CCCCC1 | 12.6% | -9.7% | 1.5% |
| CC(=O)NS(=O)(=O)c1ccc(N2C(=O)c3ccccc3C2=O)cc1 | 4.7% | -2.8% | 3.7% |
| CCOC(=O)C(=O)N/N=C(/c1ccccc1)c1ccc(OC)cc1 | -0.2% | -25.1% | -0.7% |
| C=CCn1c(SCC(=O)NCc2ccco2)nc2sc3c(c2c1=O)CCC3 | -13.3% | u | -6.9% |
| CCOc1ccc(OC(=O)C(CCS(C)(=O)=O)N2C(=O)c3ccccc3C2=O)cc1 (stereo not given) | -12.4% | 4.9% | 0.0% |
| Cc1nc2cccc(C(=O)NCc3ccccc3)c2o1 | -9.8% | -12.5% | 1.1% |
| CCc1cc(Cn2nc(-c3ccccc3)cc2C(=O)NCc2cccs2)on1 | 16.4µM* | u | -13.1% |
| Cc1cccc(N(C(=O)c2csnn2)C(C(=O)NC(C)(C)C)c2cccnc2)c1 (stereo not given) | 0.5% | -9.4% | 14.0% |

The results go on:
SMILES	TDP1 cell CPT	TDP1 cell noCPT	GCN5L2 inh
CCc1cccc(NC(=O)CCS(=O)(=O)c2cc3c(cc2C)NC(=O)CO3)c1	1.1%	-15.8%	-17.3%
CCOn1c(=O)c(-c2cccc3ccccc23)[n+]([O-])c2ccccc21	13.2%	-3.6%	3.9%
CCS(=O)(=O)N1CC(=O)N(c2cc(C)cc(C)c2)C(C)(C(=O)NC2CCCCC2)C1 (stereo not given)	-11.2%	-5.4%	-3.0%
Cc1nn(C)c(Oc2ccccc2)c1CCNS(=O)(=O)c1ccc(Cl)cc1	16.4µM*	16.4µM*	-13.8%
CNc1nc(Sc2cccc(C(F)(F)F)c2)cc(C(F)(F)F)n1	-4.3%	-19.3%	u
O=C(/C=C/c1c(F)cccc1Cl)NCc1ccc2c(c1)OCO2	28.1%	5.9%	0.2%
CCOc1ccccc1N(CC(=O)NCc1ccncc1)S(=O)(=O)c1ccccc1	-5.2%	-9.9%	0.2%
COc1cc2c3nnc(-c4ccc(F)cc4)c-3cn(Cc3cccc(C)c3)c2cc1OC	1.84µM*	2.59µM*	-7.3%
CC1=C(C(=O)N(C(C)C)C(C)C)CC(CC(=O)NC2CCCC2)C(=O)N1Cc1ccc(F)cc1 (stereo not given)	6.1%	4.1%	x
Cc1cc(C)n2nc(CC#N)c(C#N)c2n1	13.8%	-13.2%	-4.5%
C=CCn1c(SCC(=O)Nc2cccc(S(N)(=O)=O)c2)nc2sc(C)c(C)c2c1=O	u	u	-10.2%
Cn1nccc1C(=O)N1CCN(c2ncccn2)CC1	1.1%	-2.8%	-4.8%
CCOc1ccc(C(C)=O)cc1Cn1c(=O)oc2ccccc21	u	u	-2.8%
O=C(NN1CCOCC1)c1ccc(Br)cc1	23.2%	1.1%	x
O=C(Oc1cccc2ccccc12)c1cc(Cl)nc2ccccc12	-26.0%	u	-15.8%
COc1cccc(CSc2nc3sc(C)c(C)c3c(=O)n2Cc2ccco2)c1	-27.3%	u	-5.1%
CCOC(=O)c1c(NC(=O)COC(=O)c2cc(OC)c(OC)cc2[N+](=O)[O-])sc(C)c1C	-22.3%	u	-3.2%
S=c1[nH]nc(/C=C/c2ccccc2)o1	-4.2%	-6.1%	-3.0%
Cc1ccc(C)c(NC(=O)CCN2C(=O)c3ccccc3C2=O)c1	-2.0%	19.2%	-13.8%
Cc1cc(C)cc(NC(=O)CSc2oc(-c3ccccc3)nc2S(=O)(=O)c2ccccc2)c1	18.4µM*	23.1µM*	-7.1%
COc1ccc(N2CCN(C(=O)CC(NC(N)=O)c3cccc(Oc4ccccc4)c3)CC2)cc1 (stereo not given)	u	u	-5.2%
COc1cc(C2C(C#N)=C(N)N(N(C)C)C3=C2C(=O)CCC3)ccc1O (stereo not given)	4.3%	-8.9%	-0.8%
CCOc1ccc(S(=O)(=O)Nc2cc(Cl)ccc2O)cc1	u	u	-14.9%
CN1CC(=O)N/C1=N\C(=O)Nc1ccc(O)cc1	11.1%	4.6%	-1.5%
Cc1noc(C)c1-c1ccc2ncnc(NCc3cccs3)c2c1	11.6µM*	23.1µM*	-16.0%
CCc1ccc(-n2c(=O)c3c4c(sc3n(CC(=O)NCCCOC)c2=O)CCC4)cc1	u	u	-1.4%
N#CCC(=O)Nc1ccc(C(=O)NCC(c2ccco2)N2CCCCC2)cc1 (stereo not given)	18.3%	-0.1%	-0.9%
CC(C)(C)C(=O)N1CCN(c2ccc([N+](=O)[O-])cc2-n2cccc2)CC1	u	20.6µM*	-0.7%
CCc1ccc(-c2[nH]nc3nc(-c4ccc(OC)cc4)cc(C(=O)NCCc4ccc(OC)c(OC)c4)c23)cc1	u	-29.6%	-14.2%
C=CCn1c(Cc2nc3ccc(Cl)cc3[nH]2)n[nH]c1=S	-19.9%	-26.8%	-18.9%
Cc1ccc(C(=O)C2=C(O)C(=O)N(Cc3cccnc3)C2c2ccc(OC(C)C)cc2)o1 (stereo not given)	u	u	u
O=S(=O)(NCC1NCCc2ccccc21)c1ccccc1 (stereo not given)	5.4%	-11.3%	-7.2%
COC(=O)c1ccc(S(=O)(=O)N2CCCN(Cc3cccc(Br)c3F)CC2)n1C	u	u	-0.7%
Cc1nnc(SCC(=O)Nc2cc(S(=O)(=O)N3CCOCC3)ccc2N2CCCC2)s1	50.6%[activator]	15.3%	x
COCCCN(C(=O)CCSc1ccc(F)cc1)c1c(N)n(Cc2ccccc2)c(=O)[nH]c1=O	u	11.6%	-2.9%
COCCCNC(=O)C1CCN(c2cc(C)nc3c(-c4ccc(OC)c(OC)c4)c(C)nn23)CC1	-18.0%	16.4µM*	-9.5%
CCN(CC(=O)Nc1ccccc1OC)CC(=O)Nc1ccccc1C(F)(F)F	u	u	-1.2%
COC(=O)C1=C(C)NC(C)=C(C(=O)OC)C1C(=O)OCC(=O)NC1CCCCC1C (stereo not given)	-12.6%	-5.2%	x
COc1cc(C2Nc3ccccc3C(=O)N2Cc2ccccc2)ccc1OCc1ccccc1 (stereo not given)	u	u	x
